Source: PubChem
KCNQ2 block – KCNQ2 potassium channel inhibitors, primary screen, cell-based, CHO-K1, FluxOR thallium flux, B-score (AID 2156); B-score at 10 µM; hit rate 1.1% among 310,000; 20 min; stronger effect = lower value;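 active = fluorescence ratio B-score at most minus 3 library SDs, with starting brightness B-score within 2 library SDs, cut at about -5.5 in these data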
Kir21 inh – Kir2.1 (mouse) channel inhibition | HEK293-Kir2.1, FluxOR thallium flux fluorescence; stronger effect = lower value | B-score at 10 µM | hit rate 0.85% among 310,000;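 active = fluorescence ratio B-score at or below minus 3 SD of library scores, with starting-brightness B-score within 2 SD, cut at about -4.2 in these data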;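 note: channel flux triggered by added potassium and thallium sulfate stimulus; B-score of peak minus minimum fluorescence over baseline after thallium stimulus; more negative B-score means stronger Kir2.1 block with less thallium influx; some compounds called inactive have numbers as strong as hits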
Target sequence (P35561 whole entry, looked up): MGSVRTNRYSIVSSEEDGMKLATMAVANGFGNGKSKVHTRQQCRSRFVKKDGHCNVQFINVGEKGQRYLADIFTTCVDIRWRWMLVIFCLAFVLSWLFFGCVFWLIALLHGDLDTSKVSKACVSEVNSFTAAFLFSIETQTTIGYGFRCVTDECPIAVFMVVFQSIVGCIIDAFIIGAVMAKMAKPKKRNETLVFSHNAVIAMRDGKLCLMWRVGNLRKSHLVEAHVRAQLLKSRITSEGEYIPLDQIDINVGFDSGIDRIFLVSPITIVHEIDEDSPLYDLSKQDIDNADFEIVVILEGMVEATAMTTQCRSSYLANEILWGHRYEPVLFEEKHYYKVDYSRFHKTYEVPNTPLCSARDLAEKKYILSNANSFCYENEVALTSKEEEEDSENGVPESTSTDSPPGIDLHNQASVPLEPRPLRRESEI
* = called active by the depositor.

Screening Cc1nonc1NC(=O)OCCN1CCOC1=O returned KCNQ2 block inactive and Kir21 inh -0.32.
`CC1CCCCC1NC(=O)C(Cc1ccccc1)NS(=O)(=O)c1cccs1` (stereo unspecified) gave KCNQ2 block inactive and Kir21 inh -1.3.
For Cc1cc(CN(C)Cc2cn(C)nc2-c2ccc(Oc3ccccc3)cc2)on1 the results were KCNQ2 block inactive and Kir21 inh -0.63.
`CCSc1nnc2ccc(-c3ccco3)nn12` gave KCNQ2 block inactive and Kir21 inh 0.32.
`COCCN1Cc2cccc(C(=O)NC(C)CCc3ccco3)c2C1=O` (stereo unspecified) gave KCNQ2 block inactive and Kir21 inh 1.3.
Cn1cnnc1SCc1ccc(C(=O)NN)cc1 was read as KCNQ2 block inactive and Kir21 inh -2.5.
Screening CC(C)CCNC(=O)c1nn(Cc2ccccc2)c(=O)c2ccccc12 returned KCNQ2 block inactive and Kir21 inh 0.8.
Screening O=C(CSC1CN(C(c2ccccc2)c2ccccc2)C1)N/N=C/c1ccccc1 returned KCNQ2 block inactive and Kir21 inh -1.1.
Screening CCCOc1ccccc1NC(=O)/C=C/C(N)=O returned KCNQ2 block inactive and Kir21 inh -0.65.
For COc1ccc(OCc2nnc(SCC(=O)NC3CCCCC3)o2)cc1 the results were KCNQ2 block inactive and Kir21 inh -0.52.
Screening c1ccc(NC2=Nc3ccccc3CC2)cc1 returned KCNQ2 block inactive and Kir21 inh -1.3.
COc1ccccc1N(CC(=O)NCCSc1ccccc1)S(=O)(=O)c1ccccc1 was read as KCNQ2 block inactive and Kir21 inh -0.78.
Screening CCSc1nc2sc3c(c2c(=O)[nH]1)CCCC3 returned KCNQ2 block inactive and Kir21 inh -0.05.
`COc1ccc(C(=O)NC(=S)NC2CCCCC2)cc1` gave KCNQ2 block inactive and Kir21 inh 1.9.
Screening O=C(CC1(O)C(=O)N(Cc2ccc3c(c2)OCO3)c2ccccc21)c1ccccc1 (stereo unspecified) returned KCNQ2 block inactive and Kir21 inh 0.16.
Screening CCCN(CCC)c1nc(C#N)nc(N(CCC)CCC)n1 returned KCNQ2 block -7.9* and Kir21 inh -0.91.
For OC1(c2cccc(C(F)(F)F)c2)CCN(c2ncnc3c2[nH]c2ccccc23)CC1 the results were KCNQ2 block inactive and Kir21 inh -0.05.
`O=C1c2cccc3c([N+](=O)[O-])ccc(c23)C(=O)N1CCc1ccccn1` gave KCNQ2 block inactive and Kir21 inh 0.6.
For CCOC(=O)C(/C=C(\C#N)C(=O)OCC)=C(/N)N1CCN(c2ccc(Cl)cc2)CC1 the results were KCNQ2 block inactive and Kir21 inh -0.15.
`COc1ccccc1NC(=O)NCCN1C(=O)C2C3C=CC(C3)C2C1=O` (stereo unspecified) gave KCNQ2 block inactive and Kir21 inh -0.77.

Reprinted from the part before: three entries, followed by the next part.
`O=C1c2cccc3c([N+](=O)[O-])ccc(c23)C(=O)N1CCc1ccccn1` gave KCNQ2 block inactive and Kir21 inh 0.6.
For CCOC(=O)C(/C=C(\C#N)C(=O)OCC)=C(/N)N1CCN(c2ccc(Cl)cc2)CC1 the results were KCNQ2 block inactive and Kir21 inh -0.15.
`COc1ccccc1NC(=O)NCCN1C(=O)C2C3C=CC(C3)C2C1=O` (stereo unspecified) gave KCNQ2 block inactive and Kir21 inh -0.77.
For Cc1ccc(-n2nnnc2SCC(=O)N(CC(C)C)c2c(N)n(CC(C)C)c(=O)[nH]c2=O)cc1 the results were KCNQ2 block inactive and Kir21 inh -0.41.
For CC(C)NC(=O)c1onc(CSc2ccc(Cl)cc2)c1C(=O)O the results were KCNQ2 block inactive and Kir21 inh -0.71.
For Cc1ccc(NC(=O)CN(C)Cc2cc(=O)n3ccsc3n2)cc1 the results were KCNQ2 block inactive and Kir21 inh 0.02.
O=C(O)CCSc1nc2ccccc2n1-c1ccccc1 was read as KCNQ2 block inactive and Kir21 inh 0.92.
For Cc1ccc(S(=O)(=O)N2CCN(C(=O)CSc3ccc(Cl)cc3)CC2)cc1 the results were KCNQ2 block inactive and Kir21 inh 0.71.
CC1(C)C2CC=C(/C=N/NC(=O)C3CC3)C1C2 (stereo unspecified) was read as KCNQ2 block inactive and Kir21 inh -1.2.
Screening CCCCN1C(=O)C(=O)NC[C@@H]1C(C)O (stereo partly specified) returned KCNQ2 block inactive and Kir21 inh 0.35.
Cc1ccc(SCC(=O)Nc2ccccc2C(=O)N2CCOCC2)cc1 was read as KCNQ2 block inactive and Kir21 inh -0.32.
Cc1ccc(C(=O)NC2CCCCNC2=O)cc1 (stereo unspecified) was read as KCNQ2 block inactive and Kir21 inh -0.5.
For Cc1ccc(NS(=O)(=O)c2ccc(C)c(C(=O)N3CCN(C)CC3)c2)cc1 the results were KCNQ2 block inactive and Kir21 inh 1.1.

Random excerpt: 6 records from the list
Screening CCSc1nc2sc3c(c2c(=O)[nH]1)CCCC3 returned KCNQ2 block inactive and Kir21 inh -0.05.
Screening CC(C)CCNC(=O)c1nn(Cc2ccccc2)c(=O)c2ccccc12 returned KCNQ2 block inactive and Kir21 inh 0.8.
`CCSc1nnc2ccc(-c3ccco3)nn12` gave KCNQ2 block inactive and Kir21 inh 0.32.
For COc1ccc(OCc2nnc(SCC(=O)NC3CCCCC3)o2)cc1 the results were KCNQ2 block inactive and Kir21 inh -0.52.
For Cc1ccc(NC(=O)CN(C)Cc2cc(=O)n3ccsc3n2)cc1 the results were KCNQ2 block inactive and Kir21 inh 0.02.
`O=C1c2cccc3c([N+](=O)[O-])ccc(c23)C(=O)N1CCc1ccccn1` gave KCNQ2 block inactive and Kir21 inh 0.6.

Next records
Screening Cc1ccc(CCNC(=O)CS(=O)Cc2nc(-c3cccc(C)c3)oc2C)cc1 (stereo unspecified) returned KCNQ2 block inactive and Kir21 inh -0.04.
Screening COc1ccc(/C=C/C(=O)c2ccc3c4c(cccc24)CC3)cc1OC returned KCNQ2 block inactive and Kir21 inh 0.18.
For COc1cc(/C=C2\N=C(C)OC2=O)cc(Cl)c1OC(C)=O the results were KCNQ2 block inactive and Kir21 inh 0.12.
`COC(=O)[C@@H](NC(=O)N1CCN(C(=O)C2COc3ccccc3O2)CC1)C(C)C` (stereo partly specified) gave KCNQ2 block inactive and Kir21 inh -2.7.
Screening COc1ccc(-c2coc3cc(OC4OC(CO)C(O)C(O)C4O)ccc3c2=O)cc1 (stereo unspecified) returned KCNQ2 block inactive and Kir21 inh -0.05.
`CN(C(=S)NC(=O)C1(C)CC1(Cl)Cl)c1ccccc1` (stereo unspecified) gave KCNQ2 block inactive and Kir21 inh 2.8.
For Cc1nn(Cc2ccccc2Cl)c(C)c1NC(=O)c1noc(C(C)C)c1[N+](=O)[O-] the results were KCNQ2 block inactive and Kir21 inh 2.3.
`COc1ccccc1-c1cc(C(=O)NC(C)c2ccccc2)no1` (stereo unspecified) gave KCNQ2 block inactive and Kir21 inh -1.9.
Screening CCC1SC2=NC(C)=C(C(=O)OCCOC)C(c3ccc(C(=O)OC)cc3)N2C1=O (stereo unspecified) returned KCNQ2 block inactive and Kir21 inh 1.4.
`CC(C)(C)NC(=O)Nc1ccc2nccnc2c1` gave KCNQ2 block inactive and Kir21 inh -0.03.
For O=S(=O)(Cc1ccccc1)NCc1cccnc1 the results were KCNQ2 block inactive and Kir21 inh 0.39.
Screening COCCNc1nc(SCC(=O)N2CCN(c3ccccc3OC)CC2)nc2ccccc12 returned KCNQ2 block inactive and Kir21 inh -0.54.
Screening CC(C)c1ccc(NC2CCCN(C(=O)c3cccs3)C2)cc1 (stereo unspecified) returned KCNQ2 block inactive and Kir21 inh 0.11.
Screening CC(=O)N(C(C)=O)c1nc(-c2ccccc2)cn1/N=C/c1cccc([N+](=O)[O-])c1 returned KCNQ2 block inactive and Kir21 inh -0.92.
`CC1CC(=O)Nc2ccccc2N1S(=O)(=O)c1ccc(F)cc1F` (stereo unspecified) gave KCNQ2 block inactive and Kir21 inh -0.35.
COc1ccccc1C(=O)NCC(=O)N=Nc1c(O)n(C(C)C)c2ccccc12 was read as KCNQ2 block inactive and Kir21 inh 0.79.
O=S(=O)(c1ccccc1F)N1CCN(Cc2nc3ccccc3[nH]2)CC1 was read as KCNQ2 block inactive and Kir21 inh -1.4.
Screening COc1ccc(S(=O)(=O)NCCCN2CCOCC2)c2ccccc12 returned KCNQ2 block inactive and Kir21 inh -1.
O=C(NC1CCN(C(=O)Nc2ccccc2Cl)CC1)c1ccco1 was read as KCNQ2 block inactive and Kir21 inh 1.6.
Screening Cc1ccc(S(=O)(=O)N2CCN(C(=O)CCC(=O)NC3CCCc4ccccc43)CC2)cc1 (stereo unspecified) returned KCNQ2 block inactive and Kir21 inh -0.97.
For c1ccc(-n2cnnc2SCc2nc3ccccc3s2)cc1 the results were KCNQ2 block inactive and Kir21 inh -0.58.
`CC1CCC(NC(=O)c2cc3c(s2)CCCC3)CC1` (stereo unspecified) gave KCNQ2 block inactive and Kir21 inh 1.3.
For N#C/C(=C\c1ccc[nH]1)C(=O)NC1CC1 the results were KCNQ2 block inactive and Kir21 inh 1.6.
Screening OCCOCCn1c(CCNc2nc(-c3ccc(F)cc3)cs2)nc2cc(C(F)(F)F)ccc21 returned KCNQ2 block inactive and Kir21 inh 1.5.
Screening Cc1nn2c(N3CCOCC3)cc(C(C)C)nc2c1-c1ccccc1 returned KCNQ2 block inactive and Kir21 inh -2.
Screening NC(=O)CCCc1nc(-c2ccccc2)no1 returned KCNQ2 block inactive and Kir21 inh 1.9.
For CCn1c(=O)c(=O)[nH]c2cc(C(=O)NC3CCCC3)ccc21 the results were KCNQ2 block inactive and Kir21 inh -0.53.
For COc1cc(CN(C2CCCCC2C)S(=O)(=O)c2ccc(S(=O)(=O)NC3CC3)cc2)cc(OC)c1OC (stereo unspecified) the results were KCNQ2 block inactive and Kir21 inh 0.01.
For CCN(CC)C(=S)NC(=O)c1cc(OC)c(OC)c(OC)c1 the results were KCNQ2 block inactive and Kir21 inh 1.3.
Screening COc1ccc(C(C#N)=C2C=CC(=NO)C=C2)cc1 returned KCNQ2 block -5.7* and Kir21 inh -1.
`O=C(COc1ccc(Cl)cc1Cl)Nc1c(-c2cccs2)nc2ccccn12` gave KCNQ2 block inactive and Kir21 inh 2.
COc1ccc(-c2[nH]ncc2CN2CCCN(C(=O)c3ccco3)CC2)cc1F was read as KCNQ2 block inactive and Kir21 inh 0.01.
`CCCc1cc(=O)[nH]c2nnc(SCC(=O)Nc3ccc4c(c3)OCCO4)n12` gave KCNQ2 block inactive and Kir21 inh 1.
`CN1C(=O)CC(N2CCC(C(N)=O)(N3CCCCC3)CC2)C1=O` (stereo unspecified) gave KCNQ2 block inactive and Kir21 inh 1.1.
CC(O)C1C(=O)OC2(C)CC(C)(C)NC(=S)N12 (stereo unspecified) was read as KCNQ2 block inactive and Kir21 inh -2.3.
Clc1ccc2scc(CN3CCCCC3)c2c1 was read as KCNQ2 block inactive and Kir21 inh -0.29.
For NC(=O)c1c(NC(=S)Nc2ccccc2)sc2c1CCCC2 the results were KCNQ2 block inactive and Kir21 inh 0.16.
`O=C(Nc1nncs1)Oc1ccccc1` gave KCNQ2 block inactive and Kir21 inh 0.75.
For Cc1cc(C)cc(OCC(=O)N2N=C(C(F)(F)F)CC2(O)C(C)(C)C)c1 (stereo unspecified) the results were KCNQ2 block inactive and Kir21 inh -2.4.
For CCC(CC)CN1C(Nc2ccccc2)=NC[C@@H]1CC(C)C the results were KCNQ2 block inactive and Kir21 inh -1.9.
CC(=O)Nc1ccc(NC(=O)C(C)Sc2nc3ccccc3c(=O)n2CC2CCCO2)cc1 (stereo unspecified) was read as KCNQ2 block inactive and Kir21 inh -2.6.
Screening COC(=O)c1oc2ccc(Cl)cc2c1NC(C)=O returned KCNQ2 block inactive and Kir21 inh 0.01.
Screening Cc1cccc(CN2CCc3c([nH]c4ccccc34)C2)c1 returned KCNQ2 block inactive and Kir21 inh -5.9*.
`CCOC(=O)CNS(=O)(=O)c1c(C)noc1C` gave KCNQ2 block inactive and Kir21 inh -0.75.
`O=C(CN1CCCCCC1)N1c2ccccc2Sc2ccccc21` gave KCNQ2 block inactive and Kir21 inh -2.
Screening CCn1c(CC(=O)Nc2cccc(Cl)c2Cl)nnc1SCCOc1ccc(OC)cc1 returned KCNQ2 block -6.1* and Kir21 inh 0.44.
For c1ccc(Sc2ccccc2CN2CCCC2)cc1 the results were KCNQ2 block inactive and Kir21 inh -0.1.
O=C(CN1CC(c2ccccc2)CC1=O)OCc1ccccc1F (stereo unspecified) was read as KCNQ2 block inactive and Kir21 inh -0.09.
CC(C)(O)CC[C@@H](O)[C@](C)(O)[C@H]1CC[C@@]2(O)C3=CC(=O)[C@@H]4C[C@@H](O)[C@@H](O)C[C@]4(C)C3CC[C@]12C (stereo partly specified) was read as KCNQ2 block inactive and Kir21 inh -0.95.
Screening CC(=O)Oc1c(Cl)cc(N(C(C)=O)S(=O)(=O)c2ccccc2)c2ccccc12 returned KCNQ2 block inactive and Kir21 inh 1.1.
Screening Cc1ccc(N(CCO)C(=S)Nc2ccccc2)cc1 returned KCNQ2 block inactive and Kir21 inh -0.97.
COc1ccccc1N1CCC(N2CCN(CC(C)(C)C)C(CCO)C2)CC1 (stereo unspecified) was read as KCNQ2 block inactive and Kir21 inh -0.26.
Screening CCN(Cc1ccccc1)C(=O)Cc1ccc(OC)c(S(=O)(=O)N2CCOCC2)c1 returned KCNQ2 block inactive and Kir21 inh -0.06.
`CC(=O)c1cccc(NC(=S)NCCCCc2ccccc2)c1` gave KCNQ2 block inactive and Kir21 inh -1.4.
